# Compound activity: PubChem BioAssay, several laboratories
# SIAH1 antagonists = Siah-1 peptide-binding antagonists, primary screen, biochemical, fluorescence polarization, rhodamine-plectin, uHTS (AID 1817); Siah-1 / rhodamine-plectin peptide fluorescence polarization; higher % means a stronger effect; actives 0.02% (n = 290,000); displacement, % at 20 µM, or IC50 in µM where a hit was titrated;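 active means displacement of at least 50% at 20 µM, with a fluorescence ratio check between 0.3 and a set limit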;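 further: plate controls were Siah plus tracer with DMSO for no effect and tracer alone without Siah for full effect; strong numbers were not always called active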
# GPR35 arrestin U2OS = GPR35 antagonists blocking zaprinast-driven arrestin recruitment, primary screen, imaging, U2OS, beta-arrestin-GFP, zaprinast agonist (AID 2058). inhibition, % at 10 µM; hits with a dose series show IC50 in µM. actives 0.052% (n = 290,000). U2OS GPR35 beta-arrestin-GFP translocation imaging, zaprinast antagonism; higher % means a stronger effect;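 active means inhibition of at least 50% with at least 30 cells and total cytoplasm GFP at most 10,000,000; inconclusive means under 30 cells or total GFP of 10,000,000 plus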
# AID2073 = inhibitors of Mint1-CaV2.2 protein interaction, biochemical, HTRF (AID 2073) | inhibition, % at 20 µM; hits with a dose series show IC50 in µM | actives 0.19% (n = 290,000) | HTRF protein-protein interaction, Mint1-CaV2.2; higher % means a stronger effect; in the data active means inhibition mostly above about 51%, no sharp cut-off; inconclusive means no clear call, values can overlap the other calls; inactive means mostly below about 53%; further: some results filed as inactive read as strong as hits
# K1F lysis inhibition = inhibition of K1F phage lysis, E. coli UTI89, bacterial capsule biogenesis inhibitors, alamar blue (AID 488966); E. coli UTI89 K1F phage lysis, alamar blue, 2 h; higher % means a stronger effect; inhibition, % at 100 µM, or IC50 in µM where a hit was titrated; actives 0.02% (n = 340,000);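 active means phage lysis inhibition, versus mean bacterial control, above a set limit; inconclusive means no clear call, values can overlap the other calls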;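 further: capsule biogenesis inhibitors block K1F phage lysis so surviving cells raise fluorescence; higher fluorescence means more inhibition of phage lysis; actives were called in the ten point dose series up to 300 µM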
# GPR55 antagonists = GPR55 antagonists blocking LPI-driven arrestin recruitment, primary screen, imaging, U2OS, beta-arrestin-GFP, LPI agonist (AID 2013). actives 0.13% (n = 290,000). inhibition, % at 10 µM; hits with a dose series show IC50 in µM. U2OS GPR55 beta-arrestin-GFP translocation imaging, LPI antagonism; higher % means a stronger effect;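 active means spots per cell inhibited over 60%, with over 100 cells counted and total cytoplasm intensity under 500,000; inconclusive means wells with under 100 cells, flagged as likely toxic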;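 further: U2OS cells stably carrying GPR55 and arrestin-GFP stimulated by 5 µM LPI near EC80; imaged beta-arrestin-GFP aggregate spots per cell after agonist stimulation; plate controls were LPI-stimulated DMSO wells for no effect and DMSO wells without LPI for full effect; some results filed as inactive read as strong as hits; confirmed hits need IC50 under 10 µM and bright autofluorescent wells are also inconclusive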
# Dengue-2 NS5 capping = flavivirus cap methylation enzyme inhibition – biochemical, confirmation dose response, primary screen (AID 588689); actives 0.3% (n = 340,000); inhibition, % at 25 µM; hits with a dose series show IC50 in µM; Dengue-2 NS5 methyltransferase capping enzyme assay, biochemical; higher % means a stronger effect; in the data active means a potency from the dose series; inconclusive means inhibition above about 29% without an active follow-up result
# NTR1 ag = NTR1-driven beta-arrestin-GFP spot formation – imaging, U2OS cells, high content, primary screen (AID 493036); activation, % at 20 µM; P30989; agonist mode; actives 0.17% (n = 330,000);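 active means activation at or above 40% of the spot to cytoplasm intensity ratio, with at least 20 cells analyzed; inconclusive means wells under 20 cells, flagged as cytotoxic or low count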;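 further: 0% = DMSO without peptide and 100% = 100 nM NTR1 peptide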
# Target sequence (P30989 whole entry, looked up): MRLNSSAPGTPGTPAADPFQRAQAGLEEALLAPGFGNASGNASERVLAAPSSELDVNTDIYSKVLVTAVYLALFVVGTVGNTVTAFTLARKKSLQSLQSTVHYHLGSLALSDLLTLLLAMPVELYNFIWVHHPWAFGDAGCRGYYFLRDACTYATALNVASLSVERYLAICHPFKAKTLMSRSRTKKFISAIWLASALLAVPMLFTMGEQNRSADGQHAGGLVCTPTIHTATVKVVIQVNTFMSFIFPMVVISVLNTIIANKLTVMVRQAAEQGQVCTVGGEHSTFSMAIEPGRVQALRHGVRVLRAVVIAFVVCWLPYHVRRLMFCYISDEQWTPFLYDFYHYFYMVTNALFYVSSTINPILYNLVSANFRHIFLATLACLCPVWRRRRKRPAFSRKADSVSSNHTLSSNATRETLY
# GPR55 beta-arrestin = selective activators of receptor GPR55 – imaging, U2OS cells, beta-arrestin-GFP redistribution, primary screen (AID 1961). U2OS GPR55 beta-arrestin-GFP redistribution imaging; higher % means a stronger effect. one-dose activation, % at 10 µM; EC50 in µM for titrated hits. actives 0.048% (n = 290,000);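 active means activation above 40% with more than 50 cells counted in the well; inconclusive means wells holding fewer than 50 cells, flagged as toxic or sparse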;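 further: U2OS osteosarcoma cells stably expressing GPR55 and beta-arrestin-GFP; plate controls were DMSO negative control for no effect and LPI positive control for full effect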
# HIV fusion peptide = inhibitors of HIV fusion peptide binding, primary screen, biochemical, uHTS, fluorescence dequenching (AID 1986); cell-free peptide binding, fluorescence dequenching, 30 min; higher % means a stronger effect; actives 0.3% (n = 290,000); one-dose inhibition, % at 20 µM; IC50 in µM for titrated hits; in the data active means inhibition mostly above about 52%, no sharp cut-off; inactive means mostly below about 76%; further: some results filed as inactive read as strong as hits
# NTR1 ag cell count 20 µM = second read-out of NTR1 ag, no call of its own (marks repeat the call); cell count; measured here: cell count, cytotoxicity flag
# Dengue-2 NS5 capping pilot replicate = recorded beside Dengue-2 NS5 capping, whose call it bears; inhibition, %; measured here: pilot screen replicate inhibition
# Active calls of the source: *; i = inactive; ? = inconclusive; nt = not tested or not shown; [ ] = another dose, or the depositor's remark.
SMILES,SIAH1 antagonists,GPR35 arrestin U2OS,AID2073,K1F lysis inhibition,GPR55 antagonists,Dengue-2 NS5 capping,NTR1 ag,NTR1 ag cell count 20 µM,GPR55 beta-arrestin,HIV fusion peptide,others
COc1ccc(CNS(=O)(=O)c2ccc(-c3cc(C)no3)cc2)cc1,-5%,6%,10%,-0.1%,-1%,5%,-0.4,75,-0.2%,-1.3%,
COc1ccc(CCN(C)c2ccc(S(=O)(=O)N3CCCC3)cn2)cc1OC,2%,5%,4%,-0.1%,-4%,0%,-0.8,65,-0.5%,-2.0%,
COc1ccc(-c2nnn(-c3ccc(Cl)cc3Cl)c2N)cc1,5%,12%,-7%,1.4%,12%,8%,0.1,48,0.2%,0.6%,
COc1ccc(NC(=O)COC(=O)[C@@H]2CCCN2C(=O)c2cccs2)cc1,2%,-6%,10%,0.4%,4%,-5%,-3.1,95,0.0%,0.7%,Dengue-2 NS5 capping pilot replicate=-7.0
Cn1ccnc1-c1nc2ccccc2[nH]c1=O,4%,-17%,2%,0.6%,-7%,-8%,-1.2,38,-0.1%,0.3%,
COc1ccc(N2CC(C(=O)N3CCN(Cc4ccc5c(c4)OCO5)CC3)CC2=O)cc1 (stereo unspecified),-5%,0%,2%,0.2%,1%,-3%,-0.4,43,0.3%,-1.5%,
CCc1cc2c(-c3ccccc3)cc(=O)oc2cc1OCC(=O)NCC1CCC(C(=O)O)CC1 (stereo unspecified),-2%,-9%,19%,5.5%,13%,7%,8.0,69,0.4%,2.7%,
COc1ccc(-n2c3c(cc(C(=O)NNc4ccccc4)c2=O)C(=O)CC(C)(C)C3)cc1,4%,2%,3%,-0.2%,15%,-5%,1.4,41,-0.3%,3.4%,
Cc1nnc(NC(=O)c2c(F)c(F)c(F)c(F)c2F)s1,5%,-14%,-4%,0.3%,0%,-6%,-2.1,87,0.0%,-0.1%,
CC1CCC(NC(=O)c2ccc(NC3=NC4CS(=O)(=O)CC4S3)cc2)CC1 (stereo unspecified),4%,13%,13%,-0.2%,13%,0%,0.9,57,-0.4%,0.4%,
CCN(CC)C(=O)CSc1nnc2sc3ccccc3n12,0%,4%,-8%,3.0%,2%,-10%,-2.7,49,0.5%,-1.5%,
O=C1C2C3c4ccccc4C(Br)(c4ccccc43)C2C(=O)N1c1ccccc1O (stereo unspecified),6%,-5%,6%,-2.5%,8%,-6%,1.6,46,-0.5%,0.4%,
CCC(C)NC(=O)CCc1c(C)nc2nc(-c3cc(OC)cc(OC)c3)nn2c1C (stereo unspecified),1%,-18%,4%,0.1%,-4%,0%,-0.9,82,-0.1%,-1.5%,
Cc1ccc(CNC(=O)Cn2cncn2)cc1,-2%,5%,-4%,0.4%,3%,-3%,-1.5,96,0.0%,-2.1%,Dengue-2 NS5 capping pilot replicate=-1.8
O=C1CCCN1S(=O)(=O)c1ccccc1,0%,-4%,-5%,-1.8%,6%,-10%,-1.3,43,0.1%,-0.4%,
O=C(CCN1CCN(c2ccccc2)CC1)N/N=C/c1ccccc1O,-2%,-6%,17%,-7.0%,8%,-10%,0.8,55,0.6%,0.8%,
Cc1nc2c(C(=O)Nc3ccc(N4CCCC(O)C4)cc3)snc2c(=O)[nH]1 (stereo unspecified),23%,3%,-22%,0.1%,-6%,8%,2.2,52,-0.1%,-4.8%,
COc1cc(C(c2c(C)[nH][nH]c2=O)c2c(C)[nH][nH]c2=O)cc([N+](=O)[O-])c1O,-4%,-8%,30%,-1.4%,-5%,14%,-0.6,101,0.2%,4.1%,
COc1cccc(N2CCN(C(=O)c3ccc(CS(=O)c4ccc(Cl)cc4)o3)CC2)c1 (stereo unspecified),0%,-14%,5%,0.0%,5%,-1%,3.1,55,0.4%,-1.1%,
COc1ccc(/C=C/C(=O)Nc2cc(C)nn2-c2nc3ccccc3[nH]2)cc1,1%,-4%,39%,0.7%[50 µM],16%,-2%,8.2,48,-0.1%,0.1%,
Cn1c(CNC(=O)c2ccccc2)nnc1SCC(=O)N1CCN(c2ccccc2)CC1,2%,-8%,0%,0.1%,4%,-2%,-1.3,80,0.3%,-1.1%,
COc1ccc(S(=O)(=O)NCCc2cc3ccc(C)c(C)c3[nH]c2=O)cc1,2%,-10%,4%,-0.1%,4%,1%,1.0,45,1.0%,-1.2%,
O=C(Nc1ccc2oc(-c3ccncc3)nc2c1)c1ccc(Br)o1,20%,-7%,23%,0.1%,12%,-4%,2.6,42,0.5%,4.6%,
CCOC(=O)c1c(N)nn(C(=O)C(C)(C)C)c1-c1ccccc1,-5%,-3%,0%,-0.6%,6%,-8%,10,71,?,-0.4%,Dengue-2 NS5 capping pilot replicate=-2.4
Cn1c(=O)c2c(nc(N3CCc4ccccc4C3)n2Cc2ccccc2F)n(C)c1=O,-1%,6%,4%,5.8%,-2%,-2%,2.4,36,0.0%,0.9%,

# Remaining list, next part
SMILES,SIAH1 antagonists,GPR35 arrestin U2OS,AID2073,K1F lysis inhibition,GPR55 antagonists,Dengue-2 NS5 capping,NTR1 ag,NTR1 ag cell count 20 µM,GPR55 beta-arrestin,HIV fusion peptide,others
CC(C)C[C@H](NC(=O)NCc1ccc(Cl)cc1)C(=O)O,-4%,-2%,0%,0.5%,4%,-1%,-0.2,53,-0.3%,-1.2%,
COC(=O)C1=C(C)N(CC2CC2)C(=NCc2cccc(Cl)c2)N[C@H]1c1ccccc1,-4%,-2%,7%,-0.2%,30%,-14%,9.8,55,-0.1%,2.6%,
CC(C)CN(C(=O)c1ccc(F)cc1F)c1c(N)n(CC(C)C)c(=O)[nH]c1=O,-5%,10%,4%,-0.1%,4%,-8%,-1.0,55,-0.2%,0.9%,
C(=C\c1ccncc1)/c1ccccc1,2%,-5%,4%,3.8%[50 µM],-11%,3%,3.1,65,-0.2%,1.2%,
Brc1cccc(-c2nnco2)c1,1%,6%,-2%,0.4%,1%,0%,1.6,82,-0.1%,-0.1%,
CC(=O)c1cnc2c(-c3ccc(Cl)cc3)c(C)nn2c1C,8%,-4%,9%,0.4%,-9%,-2%,5.2,42,0.1%,-0.6%,
O=C(N/N=C/c1cccs1)c1cnccn1,14%,-2%,8%,3.6%,3%,-1%,0.0,56,0.5%,1.9%,
CC(NC(=O)/C(C#N)=C/c1cn(-c2ccccc2)nc1-c1ccc(F)cc1)c1ccccc1 (stereo unspecified),9%,-10%,3%,1.5%,12%,4%,0.4,39,0.2%,2.0%,
CC1(C)c2[nH]c3ccccc3c2C[C@H]2C(=O)N(N)CC(=O)N21,-6%,4%,11%,-0.3%[50 µM],1%,-1%,-0.7,50,-0.1%,-0.9%,
Cc1nn2c3ccccc3nc2n(C)c1=O,-1%,7%,0%,-0.2%,0%,3%,nt,nt,-0.1%,6.3%,
CC(C)N1CCN(Cc2ccc(-c3ccccc3Cl)o2)CC1CCO (stereo unspecified),8%,3%,9%,1.3%,0%,-10%,-1.6,74,0.9%,-1.0%,
Cc1ccc(NC(=O)Nc2nnc(-c3ccncc3)s2)cc1,11%,5%,-5%,0.3%,6%,-6%,10,58,0.0%,1.0%,
O=C(NCc1ccc2c(c1)OCO2)c1cccc(S(=O)(=O)N2CCCCC2)c1,0%,-3%,-6%,6.4%,-5%,9%,-1.3,74,-0.1%,-1.0%,
CCOc1ccccc1NC(=O)CCn1ccnc1,6%,4%,6%,0.0%,2%,-6%,0.2,89,-0.3%,-1.1%,
O=c1nc(N2CCOCC2)nc(N/N=C/c2ccc3c(c2)OCO3)[nH]1,0%,-11%,7%,-0.4%,8%,-9%,-0.7,25,-0.3%,-1.4%,
O=C(O)Cc1ccc(NC(=O)c2cccs2)cc1,0%,-5%,0%,0.8%,-7%,-7%,-2.7,78,-0.1%,-1.7%,
O=S(=O)(c1ccc2ccccc2c1)N(CC(O)CN1CCOCC1)c1ccccc1 (stereo unspecified),5%,-24%,1%,-0.1%,16%,0%,0.1,36,-0.1%,2.0%,
COCCn1c(SCC(=O)Nc2cc(C)on2)nnc1-c1c[nH]c2ccccc12,1%,9%,-6%,2.1%,1%,5%,6.8,59,0.3%,38%,
CCn1c(=O)cc(SCC(=O)NCc2ccco2)c2ccccc21,-8%,12%,2%,i,-33%,-7%,nt,nt,-0.1%,-0.8%,
O=C(COc1ccc(Br)cc1)Nc1ccc2oc(=O)ccc2c1,-1%,3%,18%,1.7%[50 µM],10%,-4%,0.9,53,-0.1%,-0.9%,
CCOC(=O)c1c(C)oc2ccc(OCC(=O)C(C)(C)C)cc12,0%,-11%,1%,-0.2%,-9%,-1%,1.5,74,-0.1%,-0.1%,
CCc1ccc(N2C(=O)CC(NNc3nc4ccccc4s3)C2=O)cc1 (stereo unspecified),3%,-14%,-13%,0.5%,-4%,4%,5.2,46,-0.1%,0.9%,
COc1cc(CCC(=O)NNC(=O)c2cccc(Cl)c2)cc(OC)c1OC,1%,0%,9%,0.1%,-6%,-7%,1.5,48,0.2%,-1.0%,
Cc1cc(C)nc(N2CCC(C(=O)NCCc3ccc(Cl)cc3)CC2)n1,14%,7%,-1%,-0.1%,13%,-3%,0.1,36,0.5%,0.2%,
Clc1ccccc1-c1ncc(-c2ccccc2)o1,10%,9%,17%,0.1%,-5%,-8%,5.3,63,-0.1%,1.9%,
Cn1c(N)c(S(=O)(=O)N2CCN(c3ccccc3)CC2)c(=O)n(C)c1=O,0%,9%,-11%,0.2%,-10%,-1%,-2.6,81,0.4%,-0.7%,

# Four records picked at random from the list so far:
SMILES,SIAH1 antagonists,GPR35 arrestin U2OS,AID2073,K1F lysis inhibition,GPR55 antagonists,Dengue-2 NS5 capping,NTR1 ag,NTR1 ag cell count 20 µM,GPR55 beta-arrestin,HIV fusion peptide,others
CCn1c(=O)cc(SCC(=O)NCc2ccco2)c2ccccc21,-8%,12%,2%,i,-33%,-7%,nt,nt,-0.1%,-0.8%,
O=C(COc1ccc(Br)cc1)Nc1ccc2oc(=O)ccc2c1,-1%,3%,18%,1.7%[50 µM],10%,-4%,0.9,53,-0.1%,-0.9%,
Brc1cccc(-c2nnco2)c1,1%,6%,-2%,0.4%,1%,0%,1.6,82,-0.1%,-0.1%,
CC(C)C[C@H](NC(=O)NCc1ccc(Cl)cc1)C(=O)O,-4%,-2%,0%,0.5%,4%,-1%,-0.2,53,-0.3%,-1.2%,
